# BAZ2B inh – qHTS Assay for Inhibitors of BAZ2B. Bromodomain adjacent to zinc finger domain protein 2B (Homo sapiens), Q9UIF8. AlphaScreen BAZ2B-H3K14Ac peptide displacement. Potency, µM (top dose mostly 114 µM), inactives show top-dose activity change, negative = inhibition, most hits filed as inhibitors. hit rate 4.4% among 360,000. AID 504333, 2011; note: % is set by controls: 0 for no effect and ±100 for the full control effect; nearly all actives have a fitted effect of over 60% in size
#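 Compounds, titrated to a top concentration of 110 uM, were incubated 30 min at room temperature with preformed BAZ2B/acetyl-K14 H3 peptide complex (50 nM each). Proximity signal was measured by AlphaScreen after 20 min with beads.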
# Pol iota inh – qHTS for Inhibitors of Polymerase Iota. Pol iota fluorescent replication assay, 10 min. Potency, µM (highest dose often 115 µM), for inactives: top-dose activity, negative = inhibition, hits mostly inhibitors. hit rate 1% among 390,000
#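 Pol iota at 10 nM preincubated 15 min with compounds at room temperature; reaction started with fluorescent substrate, 50 nM final. Fluorescence read kinetically at 0 and 10 min; buffer-only wells as negative control.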
# BLM helicase inh – qHTS Assay for Inhibitors of Bloom's syndrome helicase (BLM). recombinant BLM DNA unwinding, fluorescence dequenching. Potency, µM (top dose mostly 56.1 µM), inactives show at the top dose activity change, negative = inhibition, most hits filed as inhibitors. hit rate 0.2% among 350,000. RecQ-like DNA helicase BLM (Homo sapiens), P54132;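 note: plate controls were vehicle for no effect and no enzyme for full effect; nearly all actives have a fitted effect of over 35% in size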
# GLS inhibitor – qHTS for Inhibitors of Glutaminase (GLS) | Glutaminase kidney isoform, mitochondrial (Homo sapiens), O94925 | GLS enzymatic activity, qHTS titration | hit rate 0.21% among 410,000 | AID 624170, 2012 | Potency, µM (highest dose often 45.5 µM), without a hit: at the highest dose activity change, negative = inhibition, hits mostly inhibitors; note: % is set by controls: 0 for no effect and ±100 for the full control effect
# Target sequence (O94925 whole entry, looked up, canonical isoform): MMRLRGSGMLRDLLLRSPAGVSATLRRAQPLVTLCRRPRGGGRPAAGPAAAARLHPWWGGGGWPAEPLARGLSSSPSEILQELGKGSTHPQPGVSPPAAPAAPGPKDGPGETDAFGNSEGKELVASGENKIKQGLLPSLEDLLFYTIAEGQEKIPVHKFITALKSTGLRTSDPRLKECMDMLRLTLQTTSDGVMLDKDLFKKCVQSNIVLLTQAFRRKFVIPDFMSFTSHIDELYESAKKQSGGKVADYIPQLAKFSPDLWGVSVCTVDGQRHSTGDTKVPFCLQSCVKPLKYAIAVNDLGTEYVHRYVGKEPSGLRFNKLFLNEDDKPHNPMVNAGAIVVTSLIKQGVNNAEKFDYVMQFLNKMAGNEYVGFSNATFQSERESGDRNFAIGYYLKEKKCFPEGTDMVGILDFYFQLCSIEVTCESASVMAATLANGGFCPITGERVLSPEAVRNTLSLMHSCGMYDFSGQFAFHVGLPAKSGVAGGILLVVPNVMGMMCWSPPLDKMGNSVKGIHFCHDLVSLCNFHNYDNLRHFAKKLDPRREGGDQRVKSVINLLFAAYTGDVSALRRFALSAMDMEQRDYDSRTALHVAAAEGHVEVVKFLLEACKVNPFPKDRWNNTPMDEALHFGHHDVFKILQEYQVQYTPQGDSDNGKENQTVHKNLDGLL
#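 Assay buffer: 45 mM KH2PO4 pH 8.2, 0.02% Tween-20. hKGA acts on L-glutamine (1 mM solution added); product glutamate is reported by an oxidase/peroxidase Amplex Red coupling, with fluorescence taken at baseline and 30 min.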
# HP1b chromo inh – HTS for Inhibitors of HP1-beta Chromodomain Interactions with Methylated Histone Tails | AlphaScreen HP1-beta / biotin-H3K9me3 peptide binding | Potency, µM (titrated, usually from 114 µM), for the others: at the top dose activity change, negative = inhibition, most hits filed as inhibitors | Chromobox protein homolog 1 (Homo sapiens), P83916 | hit rate 0.56% among 390,000; note: nearly all actives have a fitted effect of over 70% in size; inactives centre near 23
# Target sequence (P83916 whole entry, looked up): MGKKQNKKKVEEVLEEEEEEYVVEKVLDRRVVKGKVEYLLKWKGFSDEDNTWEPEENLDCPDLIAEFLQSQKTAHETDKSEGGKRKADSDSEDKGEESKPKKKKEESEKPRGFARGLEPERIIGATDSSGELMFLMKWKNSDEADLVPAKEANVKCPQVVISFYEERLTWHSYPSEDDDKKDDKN
#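 HP1-beta protein (50 nM final) preincubated 30 min at room temperature with biotinylated H3(1-18)K9me3 peptide (50 nM) in PBS pH 7.4, 0.01% Tween-20, then compound added for 30 min. AlphaScreen streptavidin donor/nickel chelate acceptor beads (10 ug/mL final), 30 min dark, luminescence read.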
# G9a block – qHTS Assay for Inhibitors of Histone Lysine Methyltransferase G9a. G9a H3K9 monomethylation, AlphaScreen, 2 h. Histone-lysine N-methyltransferase EHMT2 (Homo sapiens), Q96KQ7. Potency, µM (series often up to 102 µM), for inactives: at the top dose activity, negative = inhibition, hits mostly inhibitors. hit rate 8.8% among 350,000. AID 504332, 2011; note: % is set by controls: 0 for no effect and ±100 for the full control effect; nearly all actives have a fitted effect of over 75% in size
#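 G9a (20 nM) was preincubated 15 min with compound, then reacted 2 h at room temperature with 500 nM biotin-H3K9 peptide and 20 µM SAM. Monomethyl-H3K9 detected by AlphaScreen using anti-H3K9me1 antibody.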
# Pin1 inh – qHTS Assay to Find Inhibitors of Pin1; Pin1 FP peptide displacement, HiFluor488, 10 min; Peptidyl-prolyl cis-trans isomerase NIMA-interacting 1 (Homo sapiens), Q13526; hit rate 0.009% among 390,000; AID 504891, 2011; Potency, µM (highest dose often 115 µM), inactives show at the highest dose activity, negative = inhibition, actives largely listed as inhibitors; active = well fitted inhibition curve with a large enough effect in the polarisation, with a control signal flat, not every such curve was filed as active; inconclusive = small, poorly fitted or top-dose-only effect, or effect the other way, or a change in a side signal; inactive = no such curve, though single readings can be large or run the other way; the % refers to the polarisation; note: % is set by controls: 0 for no effect and ±100 for the full control effect
# Target sequence (Q13526 whole entry, looked up): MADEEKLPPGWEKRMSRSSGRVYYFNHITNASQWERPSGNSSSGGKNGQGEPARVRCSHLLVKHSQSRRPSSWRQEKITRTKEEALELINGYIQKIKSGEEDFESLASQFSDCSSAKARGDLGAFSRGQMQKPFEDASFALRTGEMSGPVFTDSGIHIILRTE
# JMJD2A Tudor – qHTS Assay for Inhibitors of JMJD2A-Tudor Domain | AlphaScreen JMJD2A-Tudor / H3K4me3 peptide binding | Potency, µM (titrated, usually from 114 µM), for the others: at the highest dose activity change, negative = inhibition, actives largely listed as inhibitors | hit rate 4.4% among 390,000 | AID 504339, 2011; note: % is set by controls: 0 for no effect and ±100 for the full control effect; nearly all actives have a fitted effect of over 50% in size
# Tb PGK inh – qHTS Assay to Find Inhibitors of Phosphoglycerate Kinase | Phosphoglycerate kinase, glycosomal (Trypanosoma brucei brucei), P07378 | PGK/GAPDH coupled, Kinase-Glo luminescence, 60 min | Potency, µM (doses to about 57.5 µM), for inactives: at the top dose activity change, negative = inhibition, usual class: inhibitors | hit rate 0.043% among 380,000; note: % is set by controls: 0 for no effect and ±100 for the full control effect; nearly all actives have a fitted effect of over 60% in size
#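 Recombinant glycosomal PGK reaction used 1,3-bisphosphoglycerate generated in-well by GAPDH (100nM final) in 100mM TEA pH 7.6, 5mM MgCl2, 0.01% Tween-20. After 60 minutes at room temperature, ATP was read by Kinase-Glo Plus luminescence end-point.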
# * marks the source's active call; other numbers are inactive results; i = inactive; ? = inconclusive; · = no result given; [ ] = dose if it differs, or a comment. Unless noted, calls come from the whole dose curve; as a rule, active = well fitted curve in the direction sought with a large enough effect; inconclusive = small, poorly fitted or top-dose-only effect, or another doubt; inactive = no such curve, though single readings can be large; an effect the other way counts as inactive or inconclusive. Potency is the fitted concentration of half-maximal effect. Not all compounds are listed (hit frequency here may not be typical).
structure | BAZ2B inh | Pol iota inh | BLM helicase inh | GLS inhibitor | HP1b chromo inh | G9a block | Pin1 inh | JMJD2A Tudor | Tb PGK inh
O=C(CSc1nc2scc(-c3ccccc3)c2c(=O)[nH]1)NCCc1ccccc1 | -10% | 14% | -5% | -11% | 28% | 31% | 3% | -3% | -10%
Cc1cc2c(cc(C(=O)NCc3cccnc3)n2Cc2ccc(Cl)cc2)o1 | ? | -11%[58.9 µM] | -8% | -6% | -22% | ? | 9% | 50µM* | -4%
O=C1CN(C(=O)CCN2CCOCC2)C(c2ccccc2)c2cc(Br)ccc2N1 (configuration not stated) | -5% | 4% | 1% | 1% | 12% | 2% | -5% | -9% | 11%
CC(C)(C)CN1CCNC(=O)C1CC(=O)NCCc1ccccc1F (configuration not stated) | ? | 43%[activator] | -5% | 0% | 33% | · | -6% | -8% | -9%
O=C(NCCN1CCOCC1)C1(C(F)(F)F)C/C(=C/CCO)CCCO1 (configuration not stated) | · | 15% | 5% | · | 29% | · | -1% | -12% | ·
C=CCNC(=O)c1c(N)n(-c2ccc3c(c2)OCO3)c2nc3ccccc3nc12 | -29% | 57%[activator] | -7% | 8% | 20% | 4% | -5% | -13% | ·
CCOC(=O)c1c(NC(=O)c2cc(-c3cccc(O)c3)on2)sc(C(C)=O)c1C | ? | -4% | -24% | 0% | 64%[activator] | ? | 18% | -35% | -6%
O=C(Nc1ccc2c(c1)OCCO2)C1CCCN(S(=O)(=O)c2cccnc2)C1 (configuration not stated) | 11% | 7% | 3% | -1% | 37% | ? | -4% | -13% | 9%
COC(=O)c1ccc(-n2cnc3ccccc32)nc1 | -3% | 28% | -3% | -1% | 39% | 28% | -5% | -10% | -8%
CNc1nnc(-c2cc3ccccc3oc2=O)s1 | -7% | 7% | -2% | 6% | 34% | -5% | ? | -19% | 4%
Cc1ccc(-c2ccc(=O)n(CC(=O)NCCN3C(C)CCCC3C)n2)cc1 (configuration not stated) | -3% | 7% | 4% | -3% | 16% | 2%[12.7 µM] | -1% | -7% | -3%
CCOc1ccc(C(=O)Nc2cc(NC(=O)c3ccc(OCC)c(Cl)c3)cc(C(=O)O)c2)cc1Cl | ? | ? | -16% | ? | ? | ? | · | 50µM* | -15%
O=C(NC1CCCC1)C(c1cccnc1)N(C(=O)c1ccco1)c1cccc(F)c1 (configuration not stated) | -21% | 12% | 2% | -9% | 17% | -6% | -8% | 4% | -10%
Nc1ccc(S(=O)(=O)Nc2ccc(Cl)nn2)cc1 | -2% | ? | 2% | -20% | 29% | -33% | -7% | -8% | -2%
COCC(C)n1c(C)cc(C(=O)CSc2nc(C)c(C)c(C)n2)c1C (configuration not stated) | ? | 44%[activator] | -3% | 2% | 12% | -33%[12.7 µM] | 1% | -34% | -7%
O=C(O)CSCNC(=O)CC12CC3CC(CC(C3)C1)C2 | -29% | 13% | -8% | 20% | 7% | -44%[12.7 µM] | -10% | -2%[57.1 µM] | 2%
CSc1nc(-c2ccco2)nn1C(=O)c1ccccc1 | ? | 23% | -3% | 24% | 55%[activator] | ? | 2% | -6% | -3%
COc1ccc(Nc2cc(C)c3cc(NC(=O)Cc4c(F)cccc4Cl)ccc3n2)cc1 | -2% | 21% | 0% | 5% | 36% | -4%[59 µM] | 2% | -10% | -6%
CCOc1cc(NC(=S)NCCCN2CCOCC2)c(OCC)cc1NC(=O)c1ccc(C)cc1 | 2% | -10% | 3% | 7% | 11% | · | 8% | -23% | -3%
CCOC(=O)/C(C#N)=C/c1ccc(N2CCN(Cc3ccccc3)CC2)cc1 | 33%[activator] | 68%[activator] | -10% | -12% | 129%[activator] | 56%[activator] | ? | 45%[activator] | -2%
O=C(O)c1cccc(Nc2nc(-c3ccccc3)nc3ccccc23)c1 | ? | 136%[activator] | -3% | -13% | 16% | 56µM* | -7% | -13% | -3%
O=C(CSc1ccc2nnc(-c3ccncc3)n2n1)NCC1CCCO1 (configuration not stated) | -3% | 4% | 2% | 1% | 43%[activator] | -19% | 1% | -12% | -4%
CN1C(=O)CC(c2ccccc2)C1=O (configuration not stated) | 0% | -20% | · | -12% | 39% | 4%[59 µM] | 1% | 6% | -4%
CC(Sc1nc(-c2ccccc2)cc(C(F)(F)F)n1)C(=O)N1CCCC1 (configuration not stated) | 12% | 8% | 1% | -2% | 57%[activator] | 14% | -1% | -6% | -8%
COc1cc(C(=O)Oc2cccc(C(=S)N3CCOCC3)c2)cc(OC)c1OC | ? | 18% | 2% | 10% | -14% | 22µM* | -10% | -28% | 2%
Cc1cc(S(=O)(=O)NC2CCN(Cc3ccccc3)CC2)c(C)cc1Cl | -22% | 114%[activator] | -9% | 0% | -6% | 27%[59 µM] | 2% | -21% | 0%
CC(C)(C)OC(=O)C[C@H]1C/C=C\C[C@@H](CC(=O)N[C@@H](CO)Cc2ccccc2)C(=O)NCCOC1=O | · | -7% | · | -12% | 28% | · | 0% | -4% | -9%
O=C(CCNS(=O)(=O)c1ccccc1)NNC(=O)COc1ccc(Cl)cc1 | 9% | -18% | · | 1% | 54%[activator] | 25%[2.33 µM] | 2% | 7% | -9%
C=CCn1c(SCc2ccc(C#N)cc2)nnc1-c1cccc(OC)c1 | -2% | 9% | 0% | 20% | 13% | 1% | 3% | 2% | 3%
Clc1ccccc1-c1ncc2ccccn12 | 56µM* | 108%[activator] | -5% | -1% | ? | ? | -10% | 18µM* | 7%

# Part of the list above, with values ahead of the structure:
BAZ2B inh | Pol iota inh | BLM helicase inh | GLS inhibitor | HP1b chromo inh | G9a block | Pin1 inh | JMJD2A Tudor | Tb PGK inh | smiles
9% | -18% | · | 1% | 54%[activator] | 25%[2.33 µM] | 2% | 7% | -9% | O=C(CCNS(=O)(=O)c1ccccc1)NNC(=O)COc1ccc(Cl)cc1
-29% | 57%[activator] | -7% | 8% | 20% | 4% | -5% | -13% | · | C=CCNC(=O)c1c(N)n(-c2ccc3c(c2)OCO3)c2nc3ccccc3nc12
? | ? | -16% | ? | ? | ? | · | 50µM* | -15% | CCOc1ccc(C(=O)Nc2cc(NC(=O)c3ccc(OCC)c(Cl)c3)cc(C(=O)O)c2)cc1Cl
0% | -20% | · | -12% | 39% | 4%[59 µM] | 1% | 6% | -4% | CN1C(=O)CC(c2ccccc2)C1=O (configuration not stated)

# Grouped by structure, the compounds so far with an aryl methoxy group.
structure | BAZ2B inh | Pol iota inh | BLM helicase inh | GLS inhibitor | HP1b chromo inh | G9a block | Pin1 inh | JMJD2A Tudor | Tb PGK inh
COc1ccc(Nc2cc(C)c3cc(NC(=O)Cc4c(F)cccc4Cl)ccc3n2)cc1 | -2% | 21% | 0% | 5% | 36% | -4%[59 µM] | 2% | -10% | -6%
COc1cc(C(=O)Oc2cccc(C(=S)N3CCOCC3)c2)cc(OC)c1OC | ? | 18% | 2% | 10% | -14% | 22µM* | -10% | -28% | 2%
C=CCn1c(SCc2ccc(C#N)cc2)nnc1-c1cccc(OC)c1 | -2% | 9% | 0% | 20% | 13% | 1% | 3% | 2% | 3%

# The list continues.
structure | BAZ2B inh | Pol iota inh | BLM helicase inh | GLS inhibitor | HP1b chromo inh | G9a block | Pin1 inh | JMJD2A Tudor | Tb PGK inh
COc1ccccc1C(=O)NNC(=O)Cc1ccccc1 | 9% | 8% | -1% | -2% | -4% | 6% | -10% | -13% | i
CSc1cc(C)n(-c2ccc(Cl)cc2)c(=S)c1C(C)=O | -5% | 16% | -2% | -10% | 22% | -24%[59 µM] | 2% | -17% | 0%
NC(=O)CC1C(=O)N(c2ccc(F)cc2)C(=O)N1NC(=O)CCc1ccccc1 (configuration not stated) | -33% | 76%[activator] | 2% | -2% | 26% | 24% | -6% | -3% | -3%
Cc1ccc(CNC(=O)Nc2cc(C(=O)NCc3ccc(C(C)C)cc3)ccc2N2CCCC2)cc1 | -23% | 19% | -2% | 24% | 9% | 9%[59 µM] | -8% | -24% | -4%
CN1CCN(c2ccc(NC(=O)c3ccc4c(c3)OCO4)cc2)CC1 | -1% | 27% | 2% | 31%[activator] | 25% | ? | -5% | -22%[57.1 µM] | 0%
CCC(CC)NC(=O)COC(=O)c1ccc(OCc2ccc(C(C)=O)cc2OC)c(OC)c1 | 4% | -10% | -5% | -3% | 23% | -10% | 14% | -10% | -9%
Cc1cc(C)cc(NC(=O)COC(=O)[C@@H](NC(=O)c2ccco2)C(C)C)c1 | -20% | 53%[activator] | -6% | -12% | 38% | ? | 6% | -14% | i
CCc1ccc(/C=N\NC(=O)c2ccc(Br)o2)s1 | -3% | -6% | 2% | 0% | 34% | 10%[59 µM] | 2% | -14% | -8%
Cc1ccc2oc(-c3cccc(NC(=O)c4ccccn4)c3)nc2c1 | · | 9% | · | 2% | 44%[activator] | · | -1% | -9% | -1%
CCCN(CCC)C(=O)c1cc2c(=O)n3cccc(C)c3nc2n1C | 0% | 9% | -10% | 2% | 41%[activator] | 12%[59 µM] | -1% | -4% | 11%
COCCN(CC(=O)NCC1CCCO1)C(=O)CCC(=O)Nc1cc(C)on1 (configuration not stated) | -6% | -13% | -7% | 2% | 11% | 24% | 28% | 0% | i
CCc1nnc(NC(=O)CCCSc2nc3ccccc3[nH]2)s1 | -10% | 101%[activator] | -4% | 5% | 40%[activator] | 5% | 0% | -9% | -4%
CCc1ccc(CCC(=O)Nc2ncc(Cc3ccccc3Cl)s2)o1 | -4% | 16% | -2% | 7% | 27% | 16%[59 µM] | 14% | -14% | -2%
C#CCN1C=C(C(=O)OCC)C(C)N(Cc2ccccc2I)S1(=O)=O (configuration not stated) | · | 9% | · | -4% | 73%[activator] | · | ? | 17% | 4%
